# HCMV inh – qHTS Assay for inhibitors of the human cytomegalovirus (HCMV); actives 4.5% (n = 410,000); AID 1259415, 2018; activity change, negative = inhibition, % at 57.5 µM; HFF cells, HCMV-luciferase reporter, 72 h; active compounds read low; in the data active = activity change below about -60%; inconclusive = no clear call, values can overlap the other calls; inactive = above about -39%
#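 Steps: HFFs plated, 16 h 37C; compounds added; HCMV-luciferase added to MOI 1 PFU/cell; 72 h 37C; OneGlo reagent, 5 min room temperature; luminescence read, normalized to controls.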
# LmPK inh – qHTS Assay for Inhibitors of Leishmania Mexicana Pyruvate Kinase (LmPK) | purified LmPK, Kinase-Glo ATP luminescence, 1 h | Potency, µM (highest dose often 57.5 µM), without a hit: at the highest dose activity change, negative = inhibition, usual class: inhibitors | actives 0.37% (n = 290,000) | AID 1721, 2009; also: potency is read from the fitted curve at half-maximal effect
# Target sequence (Q27686 whole entry, looked up): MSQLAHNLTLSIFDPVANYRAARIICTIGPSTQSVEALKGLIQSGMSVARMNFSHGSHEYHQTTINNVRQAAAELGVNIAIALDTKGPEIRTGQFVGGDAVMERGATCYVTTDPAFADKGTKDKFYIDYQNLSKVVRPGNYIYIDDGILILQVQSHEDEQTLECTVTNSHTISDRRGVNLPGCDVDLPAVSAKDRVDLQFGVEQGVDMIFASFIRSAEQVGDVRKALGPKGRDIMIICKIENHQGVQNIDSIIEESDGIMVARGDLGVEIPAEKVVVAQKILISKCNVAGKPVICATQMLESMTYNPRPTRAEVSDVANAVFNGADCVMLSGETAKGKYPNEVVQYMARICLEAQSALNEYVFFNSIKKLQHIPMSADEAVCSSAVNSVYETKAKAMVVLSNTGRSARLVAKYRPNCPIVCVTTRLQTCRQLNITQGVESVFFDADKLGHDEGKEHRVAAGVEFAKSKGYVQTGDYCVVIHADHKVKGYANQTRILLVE
#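 0.1 nM LmPK, 0.5 mM PEP, 0.1 mM ADP; 50 mM imidazole pH 7.2, 7 mM MgCl2, 50 mM KCl; 1 h RT. Kinase-Glo luminescence readout, normalized to no-enzyme (full inhibition) and uninhibited wells.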
# AMA1-RON2 inh – qHTS for Inhibitors of AMA1-RON; Towards Development of Antimalarial Drug Lead: Primary Screen; AlphaScreen AMA1-biotinylated RON2 peptide binding; Potency, µM (series often up to 58.2 µM), for inactives: top-dose activity change, negative = inhibition, hits mostly inhibitors; actives 0.2% (n = 360,000); Plasmodium falciparum AMA1 (3D7) - RON2 peptide interaction; AID 720542, 2013;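 also: potency is read from the fitted curve at half-maximal effect; 0% = vehicle wells and -100% = peptide control; nearly all actives have a fitted effect of over 45% in size; some results filed as inactive show a strong effect at the top dose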
#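 AMA1 (3D7) with his tag at 25 nM final met compounds first, then biotinylated RON2 peptide at 25 nM; detection used donor plus acceptor beads, 10 µg/mL apiece, read by AlphaScreen after 30 min at room temperature.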
# HCV inhibitor – qHTS Assay for Inhibitors of Hepatitis C Virus (HCV) | actives 3.4% (n = 340,000) | Huh7.5.1 HCVcc-Cre infection, luciferase reporter, 44 h | AID 651820, 2012 | Potency, µM (titrated, usually from 41.8 µM), for inactives: top-dose activity change, negative = inhibition, most hits filed as inhibitors; also: potency is read from the fitted curve at half-maximal effect
#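 A cell-based infection assay in which seeded cells (1,000 per well) receive test compound after 4 h, are inoculated with HCVcc-Cre at approximately 0.5 moi, and are incubated 44 h before luminescence detection.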
# AmpC inh detg – qHTS Inhibitors of AmpC Beta-Lactamase (assay with detergent); P00811; AmpC hydrolysis of nitrocefin, absorbance 480 nm, 0.01% Triton; Potency, µM (doses to about 114 µM), without a hit: top-dose activity change, negative = inhibition, most hits filed as inhibitors; actives 0.041% (n = 370,000); AID 485294, 2010;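 also: potency is read from the fitted curve at half-maximal effect; 0% = no-compound wells and -100% = no-enzyme wells; nearly all actives have a fitted effect of over 25% in size; some results filed as inactive show a strong effect at the top dose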
# Target sequence (P00811 whole entry, looked up): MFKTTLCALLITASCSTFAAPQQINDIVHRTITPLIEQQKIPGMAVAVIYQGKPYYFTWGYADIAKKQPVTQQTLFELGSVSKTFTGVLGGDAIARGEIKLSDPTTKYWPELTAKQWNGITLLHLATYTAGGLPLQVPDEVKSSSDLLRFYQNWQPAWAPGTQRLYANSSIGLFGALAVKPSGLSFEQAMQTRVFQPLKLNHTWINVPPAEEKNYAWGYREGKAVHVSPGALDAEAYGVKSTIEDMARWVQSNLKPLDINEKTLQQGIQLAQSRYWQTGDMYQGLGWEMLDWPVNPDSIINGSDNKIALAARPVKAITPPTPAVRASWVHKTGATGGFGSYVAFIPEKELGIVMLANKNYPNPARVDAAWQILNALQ
#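 AmpC (5.3 nM in the dispensed reagent) in 20 mM phosphate pH 7.0 with 0.01% (detergent screen) or 0.0001% Triton X-100 was preincubated with compounds for 15 min at room temperature. Nitrocefin was then added from an 800 uM solution, and hydrolysis was followed at 480 nm.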
# TbPYK inhibitor – qHTS of Trypanosoma Brucei Inhibitors; pyruvate kinase (Trypanosoma brucei), Q57TT1; TbPYK enzyme, Kinase-Glo Plus ATP luminescence, 45 min; Potency, µM (series often up to 76.8 µM), for inactives: at the top dose activity, negative = inhibition, usual class: inhibitors; actives 0.12% (n = 410,000); AID 624173, 2012; also: potency is read from the fitted curve at half-maximal effect; nearly all actives have a fitted effect of over 50% in size
#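 Glycolytic pyruvate kinase of T. brucei was incubated with substrate, test compound and 130 uM ADP for 45 minutes at room temperature. Luminescent Kinase-Glo Plus signal was measured after 10 minutes.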
# AmpC no deterg – qHTS Inhibitors of AmpC Beta-Lactamase (assay without detergent) | P00811 | AmpC nitrocefin hydrolysis, absorbance 480 nm, 0.0001% Triton | Potency, µM (highest dose often 57.1 µM), inactives show at the top dose activity change, negative = inhibition, most hits filed as inhibitors | actives 0.52% (n = 330,000);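 also: potency is read from the fitted curve at half-maximal effect; plate controls were no compound for no effect and no enzyme for full effect; nearly all actives have a fitted effect of over 20% in size; some results filed as inactive show a strong effect at the top dose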
#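 AmpC (5.3 nM in the dispensed reagent) in 20 mM phosphate pH 7.0 with 0.01% (detergent screen) or 0.0001% Triton X-100 was preincubated with compounds for 15 min at room temperature. Nitrocefin was then added from an 800 uM solution, and hydrolysis was followed at 480 nm.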
# Numbers without * were called inactive; ? = inconclusive; . = not tested or not shown; [ ] = remark or other dose. Unless noted, calls follow the shape of the dose curve; as a rule, active = well fitted curve in the direction sought with a large enough effect; inconclusive = small, poorly fitted or top-dose-only effect, or another doubt; inactive = no such curve, though single readings can be large; an effect the other way counts as inactive or inconclusive. Unless noted, % is scaled to controls: 0 for no effect and ±100 for the full control effect. No enrichment for hits; 7.5% or so of the library scored in one or more.
SMILES,HCMV inh,LmPK inh,AMA1-RON2 inh,HCV inhibitor,AmpC inh detg,TbPYK inhibitor,AmpC no deterg
CC(C)(C)C(=O)NCCc1nc2ccccc2n1CC(=O)c1ccccc1,42,0%,-1%,-1%[8.37 µM],?,1%,-5%
CCN(Cc1nc(-c2cccc(C)c2)no1)C(=O)c1ccco1,-6,0%,-6%,-27%,4%,3%,-2%
Cc1cccc(C(=O)NCC(=O)OCC(=O)c2cc(C)n(CC3CCCO3)c2C)c1 (stereo unspecified),50,5%,0%,2%,-5%,-5%,22%
CCOCCCn1c(SCC(=O)Nc2ccc3[nH]c(=O)[nH]c3c2)nc2ccccc2c1=O,-8,.,12%,?,-18%,2%,0%
O=C(COc1cc(F)ccc1[N+](=O)[O-])Nc1cccc(S(=O)(=O)NC2=NCCC2)c1,?,.,-3%,-3%,3%,2%,-14%
COC(=O)c1ccc(C2CC(=O)Nc3cc(OC)c(OC)cc32)cc1 (stereo unspecified),66,-2%,0%,-5%,?,0%,-17%
N/C(=N/O)c1ccccc1N1CCC(Cc2ccccc2)CC1,-91*,13%,-6%,4%,7%,1%,0%
COc1ccc2c(c1)C=C(CN1CCN(C(C)C)C(CCO)C1)CO2 (stereo unspecified),-5,-3%,-2%,-20%,-3%,-2%,-18%
CCN(Cc1ccccc1)C(=O)COC(=O)c1cc(Cl)nc(Cl)c1,50,-1%,6%,23%,3%,-1%,-4%
CCCOc1ccc(-c2cn3ccccc3n2)cc1,-64*,?,4%,?,?,-23%,3%
CCOc1cccc(C2c3c(oc4cc(C)c(C)cc4c3=O)C(=O)N2c2nc(C)c(C)s2)c1 (stereo unspecified),5,.,.,.,13%,3%,.
CC(C)NC(=O)C1CCN(C2CCN(Cc3ccc4cccc(F)c4n3)CC2)CC1,-26,5%,26%,10%,5%,0%,1%
Cc1sc2nc(SCCO)n(-c3ccccc3)c(=O)c2c1C,-29,-2%,-2%,-17%,-12%,-7%,-13%
CC(Sc1nnc2ccccn12)C(N)=O (stereo unspecified),24,-1%,-9%,11%,6%,-4%,-17%
CCCn1c(SCC(O)c2cccc(OC)c2)nc2ccccc21 (stereo unspecified),-21,.,.,.,5%,3%,.
Cc1ccc(C(OCC(O)CNC(CO)C(O)c2ccc([N+](=O)[O-])cc2)c2ccccc2)cc1 (stereo unspecified),-27,2%,-14%,-29%,?,-4%,74%[activator]
O=C(COc1ccc(Br)cc1)NCCO,-14,-4%,9%,-4%,-2%,-5%,-8%
O=C(O)/C=C/c1cccnc1,-1,3%,-6%,1%,1%,-2%,-10%
Cc1cc(C)nc(SCC(=O)N/N=C\C(Br)=C\c2ccccc2)n1,?,1%,-3%,?,-5%,-15%,-21%
CCOC(=O)C1=C(N)c2ccccc2CC1C1CCCC1 (stereo unspecified),?,-1%,-4%,-26%,-1%,0%,-26%
Cc1ccccc1-c1nc(CN2CCC(C(=O)NC(C)C)CC2)c(C)o1,19,.,.,.,14%,1%,.
CCC1=NN2C(=N)/C(=C\c3ccc(SCc4ccco4)o3)C(=O)N=C2S1,9,23%,71%[activator],13%,?,-13%,-32%
O=C(CSc1nc(=O)n(CCCN2CCOCC2)c2c1CCC2)Nc1ccccc1F,2,.,-3%,16%,?,1%,5%
CCCCC(=O)Nc1ccc(NCc2ccc(C)s2)cc1,5,-5%,-1%,-9%,?,-2%,-25%
Cc1c(N(C(=O)Nc2ccccc2)C2=NCC(C)S2)c(=O)n(-c2ccccc2)n1C (stereo unspecified),16,-2%,7%,21%,-11%,-20%,-13%
C#Cc1ccc([C@@H]2C=C(C(=O)O)O[C@H](OCCCCO)C2)cc1,1,9%,1%,26%,-1%,2%,7%
COc1cc(C(CC(=O)Nc2cccc(C(C)=O)c2)N2Cc3ccccc3C2=O)cc(OC)c1OC (stereo unspecified),15,.,.,.,3%,3%,.
COc1ccccc1NC(=O)CCN1C(=O)C2C3CCC(C3)C2C1=O (stereo unspecified),5,-2%,13%,28%,-10%,-4%,-7%
Cc1ccc(CNC(=O)c2ccccc2N)cc1,27,-1%,6%,.,-10%,2%,-14%
COc1ccc(S(=O)(=O)Nc2ccccc2C(=O)N2CCCC2)cc1C,-34,4%,-11%,-13%,?,3%,10%
CCCCN1CC(=O)N2[C@H]3c4cc(Cl)ccc4OC[C@@H]3[C@H](c3ccccc3)[C@]2(C)C1=O,-5,.,2%,-14%,1%,2%,71%[activator]
CCc1ccccc1NC(=O)CNC(=O)c1ccc(S(=O)(=O)NCc2ccco2)cc1,-102*,.,-14%,.,.,-7%,.
COc1cc(/C=C2/C(=O)NN(c3ccc(F)cc3)C2=O)cc(Cl)c1O,-14,-1%,-5%,15%,-9%,-9%,-22%
COc1ccc(CNC(=O)Cc2c(C(=O)O)[nH]c3ccccc23)cc1,6,-3%,-1%,11%,-4%,3%,-19%
Cn1c(SCC(=O)N(C2CCCCC2)C2CCCCC2)nnc1-c1cccs1,-33,-2%,0%,11%,-16%,-7%,-11%
COc1ccc(-c2nc(CS(=O)CC(=O)NCc3ccc4c(c3)OCO4)c(C)o2)cc1OC (stereo unspecified),-3,-1%,0%,-9%,-11%,1%,75%[activator]

# 13 compounds already listed, ordered by heavy-atom count, smallest number first:
SMILES,HCMV inh,LmPK inh,AMA1-RON2 inh,HCV inhibitor,AmpC inh detg,TbPYK inhibitor,AmpC no deterg
O=C(O)/C=C/c1cccnc1,-1,3%,-6%,1%,1%,-2%,-10%
CC(Sc1nnc2ccccn12)C(N)=O (stereo unspecified),24,-1%,-9%,11%,6%,-4%,-17%
Cc1ccc(CNC(=O)c2ccccc2N)cc1,27,-1%,6%,.,-10%,2%,-14%
Cc1sc2nc(SCCO)n(-c3ccccc3)c(=O)c2c1C,-29,-2%,-2%,-17%,-12%,-7%,-13%
N/C(=N/O)c1ccccc1N1CCC(Cc2ccccc2)CC1,-91*,13%,-6%,4%,7%,1%,0%
CCCn1c(SCC(O)c2cccc(OC)c2)nc2ccccc21 (stereo unspecified),-21,.,.,.,5%,3%,.
COc1ccc(CNC(=O)Cc2c(C(=O)O)[nH]c3ccccc23)cc1,6,-3%,-1%,11%,-4%,3%,-19%
COc1ccc(S(=O)(=O)Nc2ccccc2C(=O)N2CCCC2)cc1C,-34,4%,-11%,-13%,?,3%,10%
CC(C)(C)C(=O)NCCc1nc2ccccc2n1CC(=O)c1ccccc1,42,0%,-1%,-1%[8.37 µM],?,1%,-5%
Cc1c(N(C(=O)Nc2ccccc2)C2=NCC(C)S2)c(=O)n(-c2ccccc2)n1C (stereo unspecified),16,-2%,7%,21%,-11%,-20%,-13%
O=C(CSc1nc(=O)n(CCCN2CCOCC2)c2c1CCC2)Nc1ccccc1F,2,.,-3%,16%,?,1%,5%
CCOc1cccc(C2c3c(oc4cc(C)c(C)cc4c3=O)C(=O)N2c2nc(C)c(C)s2)c1 (stereo unspecified),5,.,.,.,13%,3%,.
COc1cc(C(CC(=O)Nc2cccc(C(C)=O)c2)N2Cc3ccccc3C2=O)cc(OC)c1OC (stereo unspecified),15,.,.,.,3%,3%,.

# Next section.
SMILES,HCMV inh,LmPK inh,AMA1-RON2 inh,HCV inhibitor,AmpC inh detg,TbPYK inhibitor,AmpC no deterg
CSc1ncc(/C=C2/C(=O)NC(=O)N(c3ccc(C(C)C)cc3)C2=O)cn1,38,2%,-18%,25%,-5%,3%,-38%
O=C(CSCc1ccccc1)Nc1ccc2c(c1)OCO2,59,1%,-2%,3%,-4%,5%,-49%
Cc1ccc(N2CC(NC(=O)C3CC3)CC2=O)cc1C (stereo unspecified),-7,.,.,.,2%,-1%,.
COc1ccc(NC(=O)CSCc2cnn(-c3ccccc3)c2-n2cccc2)cc1,6,.,.,.,18%,-1%,.
Cn1c(Cn2c(C(F)(F)F)nc3ccccc32)nc2ccccc21,.,5%,1%,11%,-1%,-1%,-11%
CNC(=S)Nc1ccc(OC)c(OC)c1,14,4%,24%,4%,4%,-4%,-15%
O=C(O)CCC(=O)OCCc1cc2ccccc2c(=O)o1,-9,.,-2%,10%,.,0%,-12%
O=c1c2oc3ccccc3c2n(Cc2ccccc2Cl)c(=O)n1Cc1ccc2c(c1)OCO2,-4,.,.,.,-2%,2%,.
C/C=C/C1=CC(=O)C[C@H](c2ccc(Cl)cc2)C1,17,.,-3%,-2%,0%,-3%,-15%
O=C(CSc1nnc(C2COc3ccccc3O2)o1)N1CCOCC1 (stereo unspecified),-4,-10%,-3%,12%,-20%,33%,-4%
NS(=O)(=O)c1ccc(NC(=S)NCc2ccccc2)cc1,23,0%,-3%,0%,?,?,-15%
Cc1cc(C)c(-c2csc(NC(=O)C3=NN(c4ccccc4)C(=O)CC3)n2)c(C)c1,-25,-3%,23%,-22%,-12%,-3%,-10%
Cc1ccccc1CN(c1ccc(C(=O)N/N=C/c2ccc(OCC(N)=O)cc2)cc1)S(C)(=O)=O,-6,-1%,18%,9%,-1%,-10%,74%[activator]
Cc1ccc(S(=O)(=O)NC(=O)NCc2ccco2)cc1,-6,.,0%,11%,.,-3%,.

# Screening results deposited in PubChem by National Center for Advancing Translational Sciences (NCATS).
